From PubChem
XiGFP reactiv: activators of inactive X chromosome reactivation, primary screen, imaging, XiGFP fibroblasts, GFP high-content imaging, set 2. XiGFP mouse fibroblasts, % GFP-positive cells imaging, 3 d; cells co-treated with 5-aza-dC sensitizer; scaled so ellipticine positive control = 100%. activation, % at 7.58 µM. 360,000 compounds, 0.055% hits;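 active = mean normalized replicate activation at least 10% and every replicate at or above 10%; inconclusive = only one of the two criteria met; inactive = mean below 10% and not all replicates reach 10%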;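 also: 0% = median of on-plate neutral control wells and 100% = ellipticine 6 µM median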
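Material: SV40-immortalized XiGFP fibroblast cells, line 68-5-11 | Buffer or medium: DMEM containing 5-aza-dC | Dosing: One concentration, pinned | Times: 3 d treatment, 15 min room-temperature fixation | Controls: Ellipticine 6 µM positive control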
ERp5 inh: inhibitors of ERp5-driven insulin aggregation, primary screen, biochemical, turbidity, absorbance 650 nm, single point | 90 min | 350,000 compounds, 0.05% hits | Protein disulfide-isomerase A6 (Homo sapiens), Q15084 | inhibition, % at 9.99 µM;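 active = mean replicate inhibition above about 25%, with every replicate also reaching it, limit read from the data, passing the limit was not always enough; inconclusive = only one of those two criteria met; inactive = neither criterion met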
Target sequence (Q15084 whole entry, looked up): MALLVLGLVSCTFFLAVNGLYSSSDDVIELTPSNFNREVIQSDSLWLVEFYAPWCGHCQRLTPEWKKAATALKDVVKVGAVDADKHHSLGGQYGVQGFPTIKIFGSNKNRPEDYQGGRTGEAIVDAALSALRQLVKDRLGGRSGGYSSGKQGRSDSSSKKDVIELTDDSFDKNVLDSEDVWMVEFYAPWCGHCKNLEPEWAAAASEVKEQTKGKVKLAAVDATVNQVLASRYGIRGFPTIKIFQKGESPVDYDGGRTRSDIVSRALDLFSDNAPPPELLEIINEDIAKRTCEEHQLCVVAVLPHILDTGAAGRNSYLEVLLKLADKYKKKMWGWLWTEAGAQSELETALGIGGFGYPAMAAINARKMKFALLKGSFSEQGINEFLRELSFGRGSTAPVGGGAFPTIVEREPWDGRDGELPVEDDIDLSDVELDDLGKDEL
ARNT TACC3 PPI: disruptors of ARNT/TACC3 protein interaction, primary screen, biochemical, AlphaScreen, single concentration. inhibition, % at 9.99 µM. AlphaScreen His-ARNT PAS-B/GST-TACC3 binding, luminescence; TACC3 fragment carries E629A point mutation. 390,000 compounds, 0.66% hits. Transforming acidic coiled-coil-containing protein 3 (Homo sapiens), Q9Y6A5;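 active = mean inhibition of replicates at least 50% and at least half of replicates each reaching 50%; inconclusive = half or more replicates reach 50% but mean below 50%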;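 also: 0% = complete ARNT plus TACC3 wells and 100% = ARNT alone without TACC3; many hits fall short of the cut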
INS-1E GSIS act: GLuc luminescence reporter in INS-1E cells, primary screen for activators of glucose-dependent secretion of insulin; AID 743287, 2014; 370,000 compounds, 0.61% hits; INS-1E GLuc reporter insulin secretion, 2-3 h; activation, % at 16.6 µM;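 active = lowest replicate activation of at least 40%, so every replicate reaches that level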;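 also: 0% = median of neutral control wells and 100% = median of IBMX positive control wells; some compounds called inactive have numbers as strong as hits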
EWS-Fli block: EWS/Fli-driven NR0B1 reporter inhibitors, primary screen, A673 cells, NR0B1 luciferase, luminescence, MLPCN library | AID 651661, 2012 | viability-normalised | inhibition, % at 12.6 µM | 350,000 compounds, 0.67% hits;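 active = mean inhibition of at least 50% after viability correction, with every replicate also passing that limit; inconclusive = mean reaches 50% but only one of two replicates passes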;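 also: firefly luciferase signal divided by Alamar Blue viability fluorescence both relative to DMSO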
PAX8 reporter: inhibitors of PAX8-driven TPO luciferase reporter, primary screen, RMG-I cells, single concentration; 360,000 compounds, 1.2% hits; SteadyGlo, 24 h; inhibition, % at 12.6 µM;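 active = mean replicate inhibition at least 60% with every replicate also reaching 60%; inconclusive = only one of the two criteria is met; inactive = mean below 60% and not all replicates reaching 60%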;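 also: luciferase light reporting Pax8 driven TPO promoter activity; plate controls were median of neutral control wells for no effect and mitoxantrone controls for full effect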
DENV2 CPE: inhibitors of DENV2 cytopathic effect, primary screen, cell-based, plate reader, single concentration | DENV2-infected cells, cytopathic effect rescue | CPE inhibition, % at 9.99 µM | 350,000 compounds, 1.7% hits | AID 651640, 2012; in the data active = CPE inhibition above about 20%, passing the limit was not always enough; inconclusive = no clear call, values can overlap the other calls; tested in BHK-21 cells;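 also: 0% = median of neutral control wells and 100% = median of positive control wells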
CFTR F508del cor: F508del CFTR correction, initial screen, CFBE line, single point; CFBE cells, YFP halide quenching; stimulated with forskolin plus potentiator P3; % fluorescence drop versus neutral controls; activity (quench increase), % at 7.58 µM; 350,000 compounds, 0.36% hits;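 active = mean added fluorescence quench of at least 8% versus neutral control, with both replicates also reaching 8%; inconclusive = only one of the mean or replicate conditions met; inactive = mean below 8% and not both replicates reaching 8%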;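 also: cells transiently co-express mutant CFTR-F508del with the halide-sensitive YFP; corrector assay measuring rescue of mutant channel to the surface after 24 h compound exposure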
Starred values were filed as active, the others as inactive; ? = inconclusive; nt = not tested or not shown. Outcome played no part in choosing rows. Share with any hit: about 4.2%.

SMILES	XiGFP reactiv	ERp5 inh	ARNT TACC3 PPI	INS-1E GSIS act	EWS-Fli block	PAX8 reporter	DENV2 CPE	CFTR F508del cor
COc1ccc(-c2nc3ccccc3nc2-c2ccc(OC)c(OC)c2)cc1OC	0.1	5	-6	16	14	-9	-2	-7.6
O=C(Nc1cc(Cl)ccc1N1CCOCC1)c1ccc2c(c1)OCO2	-0.1	-4	nt	20	3	-3	0	0.2
Cc1ccccc1NS(=O)(=O)c1ccc(Cl)cc1	0.0	-2	-8	-7	-7	17	-8	-0.8
CN(Cc1ccccc1)C(=S)Nc1cccnc1	-0.1	3	1	1	-1	5	nt	0.9
CC1CCN(C(=O)/C=C/c2ccc(C(C)(C)C)cc2)CC1	0.0	5	nt	nt	-57	-50	1	0.6
COCC(=O)Nc1ccc2c(c1)OC[C@@H](C)N(C(=O)Cc1ccccn1)C[C@H](C)[C@H](OC)CN(C)C2=O	0.0	-2	4	-6	0	nt	7	1.5
CCCNC(=O)N1CC2(CN(C(=O)C3CCC3)C2)c2c([nH]c3cc(OC)ccc23)[C@@H]1CO	0.1	nt	nt	14	0	nt	17	0.2
O=C1NCCc2c1[nH]c1ccc([N+](=O)[O-])cc21	-0.1	-3	-11	16	2	-1	-9	11*
CCOc1ccc(-c2c(C(=O)N/N=C/c3ccncc3)nnn2-c2nonc2N)cc1	0.0	3	-2	4	5	-7	-3	-2.3
CC(C)(C)c1ccc(C(=O)NC(CC(=O)O)c2ccc(OC3CCCC3)cc2)cc1 (stereo not drawn)	0.0	3	-6	nt	2	10	-5	-1.5
CC(=O)/C=C\c1ccc(OC(=O)c2cccnc2)cc1	0.3	1	3	-5	6	-18	3	-1.5
CC(C)NC(=O)N(C)C[C@H]1OCc2cn(nn2)CCCC(=O)N([C@@H](C)CO)C[C@H]1C	-0.5	nt	nt	2	0	7	nt	1.5
Cc1cc(/C=C2/C(=N)N3C(c4ccccc4)=CSC3=NC2=O)c(C)n1-c1ccc(Cl)cc1	nt	8	16	13	-2	-19	-1	1.8
Cc1cc(S(=O)(=O)N2CCN(c3ccc(F)cc3)CC2)ccc1-n1cnnn1	0.0	-3	-3	-6	17	18	0	-0.5
CC(=O)Nc1ccc(S(=O)(=O)NNC(=O)c2sc(=S)n(C)c2C)cc1	0.0	4	1	nt	-11	15	-9	0.7
COc1ccc(/C=C(\C#N)C(=O)OCC(=O)NCc2ccccc2)cc1	0.0	-6	-4	-1	8	8	5	-2.6
OC[C@@H]1[C@@H](c2ccc(-c3ccccc3F)cc2)[C@@H]2CN(Cc3cccnc3)CCCCN12	-0.1	1	10	-27	nt	-7	11	1.1
CC(C)(Nc1ccccc1)C(=O)c1ccccc1	-0.1	-4	-6	-6	-19	27	nt	-0.8
N=C(N)SCc1cn2ccccc2n1	0.3	nt	7	19	nt	-16	nt	nt
O=S(=O)(NCC[C@@H]1CC[C@@H](NS(=O)(=O)c2cccc(F)c2)[C@H](CO)O1)c1cccc(F)c1	-0.4	-4	nt	8	-10	4	?	-3.0

The final 3 records of the section before open the next one.
SMILES	XiGFP reactiv	ERp5 inh	ARNT TACC3 PPI	INS-1E GSIS act	EWS-Fli block	PAX8 reporter	DENV2 CPE	CFTR F508del cor
CC(C)(Nc1ccccc1)C(=O)c1ccccc1	-0.1	-4	-6	-6	-19	27	nt	-0.8
N=C(N)SCc1cn2ccccc2n1	0.3	nt	7	19	nt	-16	nt	nt
O=S(=O)(NCC[C@@H]1CC[C@@H](NS(=O)(=O)c2cccc(F)c2)[C@H](CO)O1)c1cccc(F)c1	-0.4	-4	nt	8	-10	4	?	-3.0
Cc1cccc2c(N)c3c(nc12)CCCC3 (tested in a mixture with another compound)	0.0	0	-5	28	-1	-15	nt	-3.3
CO[C@@H](CN(C)CC1CCOCC1)[C@H](C)CN(C(=O)Nc1ccc(F)cc1)[C@H](C)CO	0.0	-1	15	17	1	nt	-3	-1.9
CN(C)C(=O)C[C@@H]1CC[C@@H]2[C@H](COc3ccc(NC(=O)c4ccc(F)cc4)cc3C(=O)N2C)O1	0.3	1	-3	-4	-3	-3	13	nt
C/C(=C\c1ccc2c(c1)OCO2)C(=O)c1c(C)cc(C)[nH]c1=O	0.0	3	0	0	-12	18	-1	-2.6
CC(Oc1ccc(F)cc1)C(=O)Nc1cc(Cl)ccc1-n1cncn1 (stereo not drawn)	0.1	-2	0	3	1	9	-5	1.8
CC(C)c1ccc(/C=N/NC(=O)c2nnn(-c3nonc3N)c2CN(C)C2CCCCC2)cc1	0.2	-8	2	-2	nt	17	3	-0.4
COc1cccc(C(=O)NNC(=O)Cc2csc(N)n2)c1	0.0	20	12	17	-1	-9	-5	-0.5
N#CCN(C(=O)COC(=O)CCCNC(=O)c1ccc(Cl)cc1)c1ccccc1	-0.1	1	1	9	-13	7	-1	-2.0
C[C@H]1CN([C@@H](C)CO)C(=O)c2cccc(NS(=O)(=O)c3ccccc3)c2O[C@@H]1CN(C)C	-0.2	-1	nt	-1	4	-14	-4	-2.2
CC1(C)Cc2c(sc3nc4n(-c5ccccc5)c(=O)c(CCC(=O)O)nn4c(=O)c23)CO1	-0.1	2	57*	6	-1	-17	1	0.1
COc1ccccc1CN1CC[C@@H]2[C@H]1c1cc(C#Cc3ccccc3)ccc1N[C@@H]2CO	0.1	-8	14	3	8	13	-34	-1.2
CN(C)/C=C/C(=O)c1ccc2noc(-c3cccc(F)c3)c2c1	0.1	-7	-3	-6	-26	-11	?	-0.7
COc1cc(/C=C/C(=O)OCC(=O)Nc2cc(C)c(C)cc2[N+](=O)[O-])ccc1O	-0.1	1	1	0	8	-7	2	-0.8
C#CCN(C[C@H]1[C@H](OC(=O)Nc2c(C)noc2C)[C@H](OC(=O)Nc2c(C)noc2C)C[C@@H](C(=O)OC)[C@H]1C(=O)OC)S(=O)(=O)c1ccc(C)cc1	0.5	-3	nt	-6	11	97*	70*	1.9
O=C(c1cccnc1Cl)N(Cc1ccccc1)Cc1ccccc1	0.0	1	-1	-6	12	-70	-4	0.3
CCOc1ccc(C2N(c3ccc(OC)cc3)C(=O)C3CCCN32)cc1OC (stereo not drawn)	0.2	-1	-2	7	-10	-12	?	7.1
C[C@H](CO)N1C[C@H](C)[C@@H](CN(C)Cc2ccc(C(F)(F)F)cc2)Oc2ccc(NC(=O)C3CC3)cc2CC1=O	0.0	0	-17	-8	5	23	-2	1.0
OC[C@@H]1[C@H](c2ccc(C#Cc3ccccc3F)cc2)[C@H]2CN(Cc3cncnc3)CCCCN12	0.0	3	-11	-4	-11	3	-26	-1.5
Cc1cc(Nc2ccccc2)n2nc(C)c(-c3ccccc3)c2n1	0.2	3	-9	-20	-41	-63	1	-0.7
COc1ccc(/C=N/N=C2/NC(=O)C(CC(=O)O)S2)cc1OS(=O)(=O)c1ccccc1 (stereo not drawn)	0.0	0	10	1	4	-3	2	-1.2
O=C(Nc1cccc(S(=O)(=O)NC2=NCCCCC2)c1)C1COc2ccccc2O1 (stereo not drawn)	0.0	-2	-11	-14	9	-4	2	-0.7
Cc1noc(C)c1C(=O)N1CCN(Cc2ccc3c(c2)OCO3)CC1	nt	3	23	2	3	nt	-2	1.1
O=C1CCC([N+](=O)[O-])C(C2CC=CCC2)N1 (stereo not drawn)	0.3	2	5	10	10	1	8	1.4
CCNC(=O)C[C@H]1CC[C@@H]2[C@H](COC[C@@H](O)CN2Cc2ccncc2)O1	0.0	nt	12	-8	-6	-1	3	0.7
C[C@@H]1CN([C@@H](C)CO)C(=O)c2cc(NC(=O)Nc3ccc4c(c3)OCO4)ccc2O[C@@H]1CN(C)Cc1ccc(-c2ccccc2)cc1	0.5	3	15	-24	8	nt	-6	2.8
COc1ccc(Cc2nnc(NC(=O)c3cc(OC)c(OC)c(OC)c3)s2)cc1OC	0.1	4	1	9	5	12	4	-3.1
CC(C)NC(=O)N(C)C[C@H]1Oc2ccc(NS(C)(=O)=O)cc2CC(=O)N([C@@H](C)CO)C[C@H]1C	-1.4	0	-13	-3	-9	6	-9	-2.5
CC(C)CNC(=O)N1c2ccccc2Sc2ccccc21	0.2	0	4	nt	8	13	6	-0.8
Cc1ccc(C(C)(C)NC(=O)C2CCC(=O)N(CC3CCCCC3)C2)cc1 (stereo not drawn)	0.0	-1	2	-21	nt	7	0	1.1
CCOc1cc(C#N)ccc1OCC(=O)NNC(=O)CC1CCS(=O)(=O)C1 (stereo not drawn)	0.0	-3	nt	10	-2	-5	18	-1.4
COc1ccc(C(=O)CN2CCN(c3ncccn3)CC2)cc1	0.0	-6	-5	-1	-1	2	9	3.9
CC1CC(=O)N(CCc2ccccc2)C(=O)C1	0.7	-1	-1	nt	-13	-25	-8	-1.7

Compound profiles, as listed above:
`CC1CC(=O)N(CCc2ccccc2)C(=O)C1` is listed as XiGFP reactiv = 0.7; ERp5 inh = -1; ARNT TACC3 PPI = -1; INS-1E GSIS act = nt; EWS-Fli block = -13; PAX8 reporter = -25; DENV2 CPE = -8; CFTR F508del cor = -1.7
`C[C@@H]1CN([C@@H](C)CO)C(=O)c2cc(NC(=O)Nc3ccc4c(c3)OCO4)ccc2O[C@@H]1CN(C)Cc1ccc(-c2ccccc2)cc1` is listed as XiGFP reactiv = 0.5; ERp5 inh = 3; ARNT TACC3 PPI = 15; INS-1E GSIS act = -24; EWS-Fli block = 8; PAX8 reporter = nt; DENV2 CPE = -6; CFTR F508del cor = 2.8
